Screening results as filed in PubChem.
CHO-K1 Ca antag: nonselective inhibitor or artifact in parental CHO-K1 cells; ATP-induced calcium, Fluo-8 fluorescence; inhibition, % at 3 µM; 360,000 compounds, 0.6% hits; AID 602250;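 active means inhibition above a per-plate cutoff, the plate's mean sample inhibition plus 3 SD, cut at about 24% in these data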;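 further: 0% = DMSO plus EC80 ATP and 100% = DMSO alone without ATP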
TAAR1 antagonist: human TAAR1 antagonists, primary screen, Fluo-8 calcium fluorescence, CHO RD-HGA16 cells. Trace amine-associated receptor 1 (Homo sapiens), Q96RJ0. antagonist. inhibition, % at 3 µM. 360,000 compounds, 1.5% hits. AID 624466, 2012;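 active means inhibition above a per-plate cutoff, the mean inhibition of test compounds on that plate plus 3 SD, cut at about 49% in these data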;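 further: 0% = DMSO plus EC80 beta-PEA response and 100% = DMSO alone without agonist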
Target sequence (Q96RJ0 whole entry, looked up): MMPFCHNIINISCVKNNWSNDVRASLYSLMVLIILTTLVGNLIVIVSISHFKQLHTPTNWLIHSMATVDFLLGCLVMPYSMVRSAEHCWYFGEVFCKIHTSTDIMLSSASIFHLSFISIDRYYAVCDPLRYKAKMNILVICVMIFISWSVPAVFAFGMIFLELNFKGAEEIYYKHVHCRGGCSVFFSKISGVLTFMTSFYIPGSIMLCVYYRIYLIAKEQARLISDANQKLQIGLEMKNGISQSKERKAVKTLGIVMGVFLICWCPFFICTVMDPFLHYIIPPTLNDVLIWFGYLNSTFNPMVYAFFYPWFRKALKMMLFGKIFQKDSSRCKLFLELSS
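Test system – hTAAR1-expressing CHO RD-HGA16 cells, Gα16-coupled · Reagent – β-PEA at EC80 concentration, post-compound challenge · Compound dosing – 3 µM, single point · Timing – 140 s kinetic read after compound, 140 s after agonist · Detection – Fluo-8 intracellular calcium dye fluorescence, real-time kinetic reads · Control set – DMSO and EC80 PEA controls · Repeats – n of 1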
OXTR potentiator: human OXTR potentiators, primary screen, fluorescence, CHO-OTR cells, Fluo-8 calcium | Oxytocin receptor (Homo sapiens), P30559 | Fluo-8 calcium fluorescence, potentiator mode; 0% = oxytocin EC15, 100% = EC100 | activation, % at 3 µM | 320,000 compounds, 0.061% hits | AID 2445, 2010;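 active means activation above that plate's cutoff, the mean activation of tested compounds plus 3 SD, cut at about 6.6% in these data, passing the limit was not always enough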;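 further: 100% uses oxytocin at 75 nM as the full agonist control; some results filed as inactive read as strong as hits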
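Material: CHO-OTR cells, human receptor; compound dosing: single dose, 3.0 µM nominal final compound concentration; schedule: 6 min compound pre-incubation at room temperature, 100 s kinetic read; measured by: kinetic Fluo-8 calcium fluorescence; read-out basis: % activation vs EC15 and EC100 oxytocin; controls: EC15 oxytocin alone as 0%, 75 nM oxytocin as 100%; replicates: singlicate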
CHO parental Ca: ATP-evoked calcium signal inhibitors, parental CHO, primary screen, counter-screen for OX1R antagonist project, cell-based, fluorescence, Fluo-8 calcium dye; parental CHO-K1, ATP-induced calcium, Fluo-8 fluorescence; inhibition, % at 5.6 µM; 330,000 compounds, 0.63% hits; AID 463079, 2010;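 active means inhibition above that plate's mean sample inhibition plus 3 SD, cut at about 26% in these data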;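 further: 0% = ATP-challenged DMSO wells and 100% = DMSO wells without ATP; some compounds past the cut are filed as inactive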
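Material: Parental CHO cells | Reagent: ATP | Compound dosing: Single nominal dose of 5.6 µM per compound | Detection: Intracellular calcium via Fluo-8 no-wash fluorescent dye | Read-out: % inhibition of ATP-induced calcium mobilization | Benchmarks: Low control ATP plus DMSO, high control DMSO only | Replicates: Singlicate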
M1 ag parental: counter-screen for M1 agonists: effect in parental CHO-K1 cells | 360,000 compounds, 0.48% hits | AID 602248, 2012 | activation, % at 3 µM | Fluo-8 calcium fluorescence; scaled to maximal ATP response, vehicle zero; in the data active means activation above about 15%;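 further: untransfected CHO-K1 host cells lacking M1 receptor as counterscreen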
CHRM1 antagonist: human M1 muscarinic receptor antagonists, primary screen, CHO-K1 cells, Fluo-8 calcium fluorescence, 1536-well; Muscarinic acetylcholine receptor M1 (Homo sapiens), P11229; CHO-K1 hM1, ACh EC80 antagonist; inhibition, % at 3 µM; 360,000 compounds, 1.3% hits;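 active means percent inhibition above its own plate's cutoff, namely the mean of that plate's compound wells plus 3 SD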;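 further: peak over basal fluorescence ratio during 140 s after agonist addition; 0% = ACh EC80 plus DMSO and 100% = DMSO alone without agonist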
Target sequence (P11229 whole entry, looked up): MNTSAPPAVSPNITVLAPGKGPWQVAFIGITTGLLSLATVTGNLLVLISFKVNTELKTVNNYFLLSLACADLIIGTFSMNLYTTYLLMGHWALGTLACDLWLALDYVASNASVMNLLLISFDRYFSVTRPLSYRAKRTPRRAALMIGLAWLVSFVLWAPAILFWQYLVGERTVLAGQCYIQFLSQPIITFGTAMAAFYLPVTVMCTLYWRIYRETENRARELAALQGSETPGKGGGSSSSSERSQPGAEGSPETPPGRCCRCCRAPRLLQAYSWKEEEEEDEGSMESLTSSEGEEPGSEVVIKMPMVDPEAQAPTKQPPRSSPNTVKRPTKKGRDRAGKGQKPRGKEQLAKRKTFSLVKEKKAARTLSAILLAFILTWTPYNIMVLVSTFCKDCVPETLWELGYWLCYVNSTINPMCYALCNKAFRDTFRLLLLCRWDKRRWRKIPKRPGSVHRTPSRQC
TAAR1 ag: human TAAR1 agonists, primary screen, Fluo-8 calcium fluorescence, CHO RD-HGA16 cells; vehicle wells 0%, saturating PEA agonist 100%; 360,000 compounds, 0.99% hits; activation, % at 3 µM; Trace amine-associated receptor 1 (Homo sapiens), Q96RJ0; AID 624467, 2012;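 active means activation above the mean activation of all test compounds in the run plus 3 SD, cut at about 38% in these data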
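System: CHO-derived RD-HGA16 cells with stable Gα16 and human TAAR1. Times: 17-24 h plating, Fluo-8 75 min 37 °C, 30 min RT. Measured by: calcium-sensitive Fluo-8 signal, excitation 470-495, emission 515-575 nm. Read-out basis: % activation relative to PEA EC100 response. Control set: DMSO and PEA EC100. Repeats: no replicates (n 1).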
M1 ag: human M1 muscarinic receptor agonists, primary screen, Fluo-8 calcium fluorescence, CHO-K1 cells, HTS. Muscarinic acetylcholine receptor M1 (Homo sapiens), P11229. CHO-K1 hM1, agonist mode; 0% DMSO, 100% acetylcholine EC100. activation, % at 3 µM. 360,000 compounds, 0.33% hits;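 active means activation above the run's mean compound activation plus 3 SD, cut at about 16% in these data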;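 further: peak over basal fluorescence ratio within a 140 s kinetic read after compound addition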
M1 PAM parental: nonselective calcium activators in parental CHO-K1 cells, primary screen, counter-screen for M1 PAM project, cell-based, Fluo-8 calcium fluorescence, full deck, 1536-well | ATP EC20; 0% at ATP EC20, 100% at ATP max | activation, % at 3 µM | 360,000 compounds, 0.02% hits | AID 602247, 2012;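 active means activation above the run cutoff, the mean activation of all test compounds plus 3 SD, cut at about 40% in these data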;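 further: peak over basal fluorescence ratio in a 140 s read after ATP addition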
Active calls of the source: *; · = no result given. Not all compounds are listed; rates above refer to the full screens.

No.	Structure	CHO-K1 Ca antag	TAAR1 antagonist	OXTR potentiator	CHO parental Ca	M1 ag parental	CHRM1 antagonist	TAAR1 ag	M1 ag	M1 PAM parental
1	CCCCCCn1c(O)c(C=NCCN2CCOCC2)c(=O)[nH]c1=O	7.0	-9.7	-8.2	-1.9	17.2*	-6.9	0.7	-8.0	10.3
2	CCN(CC)CCOC(=O)C(O)(c1ccccc1)c1ccccc1	·	-13.7	-6.6	-11.5	·	·	3.2	·	·
3	Cc1cc(=O)n(-c2ccccc2)n1-c1ccccc1	-14.2	8.6	-2.8	-4.5	0.5	-5.8	0.3	-3.9	1.9
4	Cc1cc(OCC(=O)N2CCCN(C)CC2)ccc1Cl	-7.9	-26.4	-10.6	-14.1	1.1	-3.5	3.6	-5.9	18.0
5	O=[N+]([O-])c1cc(Cl)c(Cl)cc1Cl	-16.9	-0.6	-1.9	-5.9	0.2	22.3*	2.7	-0.7	3.5
6	COC(=O)Cn1cc(C=C2C(=O)N(C)C(=O)N(C)C2=O)c2ccccc21	·	10.7	-10.0	-6.8	·	·	-0.2	·	·
7	COc1ccc(Br)cc1CN1CCN(C(=O)Cc2ccccc2)CC1	-3.2	-13.7	-24.6	-18.1	0.3	-3.2	-2.6	-4.0	13.1
8	c1cnc(OCCN2CC2)cn1	16.4	-27.1	·	·	-0.4	-8.1	0.2	-5.5	-11.4
9	O=C(Cc1ccccc1)OCC(=O)N1CCN(S(=O)(=O)c2ccc(Cl)cc2)CC1	8.0	-9.1	-5.2	-6.5	1.7	-2.5	1.9	1.2	-12.2
10	CCCCn1c(=O)c(C=Nc2cccnc2Cl)c(O)n(CCCCl)c1=O	-5.3	-17.1	-0.3	-8.9	0.3	-1.2	2.2	-3.6	-10.6
11	CNCC(O)c1cc(F)c(OCc2ccccc2)c(OCc2ccccc2)c1F (stereo not drawn)	-1.9	21.0	-4.2	-3.7	3.8	9.5	23.3	0.4	5.3
12	CC1[C@H]2Cc3ccc(O)cc3[C@]1(C)CCN2CCc1ccccc1 (stereo partly drawn)	-35.4	12.6	-6.7	-16.8	2.5	11.3	2.6	-12.1	29.7
13	C(#CCN1CCCC1)CN1CCCC1	-2.1	-1.0	·	·	5.2	7.0	1.5	9.8	2.4
14	CS(=O)(=O)c1ccc(C2=C(CNC(=O)c3cccs3)[C@H]3CC[C@@H](C2)N3Cc2ccco2)cc1	3.3	-20.1	·	·	0.5	-12.6	1.9	-12.1	17.1
15	C[N+]1(C)C2CCC1CC(OC(=O)c1c[nH]c3ccccc13)C2 (stereo not drawn)	-12.1	-7.6	-2.9	-5.1	-0.1	-26.3	0.2	-8.3	25.9
16	CCN1CCN(Cc2cc(Br)cc(Br)c2O)CC1	-9.8	-13.1	-4.7	-17.0	0.4	24.9	7.7	-3.6	-3.5
17	Cn1cc(C(=O)OCC(=O)NC2CCCC2)c2ccccc21	-12.2	-1.8	-2.2	1.8	0.3	-6.2	2.1	-8.0	13.4
18	CC(=O)Nc1ccc(OC(=O)N2CCCCC2)cc1	-5.2	-5.9	-0.1	-8.2	0.3	-8.6	3.7	-5.3	14.2
19	Cc1ccccc1-n1c(O)c(/C=C2/C(c3ccccc3)=Nc3ccccc32)c(=O)[nH]c1=O	13.2	20.8	-6.7	-9.7	2.5	4.7	1.9	-5.8	-8.7
20	O=P(Oc1ccccc1)(Oc1ccccc1)N1CCOCC1	-5.0	-14.8	·	·	0.0	-19.2	-0.1	-1.4	1.6
21	Cc1ccc(C)c(CN2CCC(n3nnc4cc(F)ccc43)CC2)c1	3.7	-15.8	-2.9	-21.3	-0.2	-2.3	15.8	-7.1	-6.3
22	CC12CCC(O)CC1CCC1C2CCC2(C)C(C(=O)CC(O)C(F)(F)F)CCC12 (stereo not drawn)	-18.4	6.0	·	·	1.0	-4.3	1.9	0.8	9.0
23	Cn1c(O)c(C=NC2CCN(Cc3ccccc3)CC2)c(=O)[nH]c1=O	-5.8	-26.1	-13.2	-2.9	1.8	-8.8	2.0	-7.0	24.6
24	CC(=O)CC(=O)C1C(=O)N(C)C(=O)N(C)C1=O	-2.2	-32.8	1.7	1.3	0.6	-8.2	0.8	-3.5	11.5
25	CCOP(=O)(NC(C)C)Oc1ccc(SC)c(C)c1 (stereo not drawn)	-14.7	-12.1	·	·	0.1	-12.5	1.8	-5.1	8.6
26	O=P(CN1CCN(c2ccccc2)CC1)(N1CCCCC1)N1CCCCC1	0.2	-19.3	-1.2	-22.3	0.1	-31.9	10.9	-3.2	7.2
27	Cc1cccnc1NC1=NCC(C)S1 (stereo not drawn)	-5.4	13.1	-5.6	4.5	0.6	-10.7	2.1	-9.0	18.9
28	O=P(Oc1ccccc1)(N1CCOCC1)N1CCOCC1	-4.6	-7.5	·	·	0.5	-2.8	0.0	2.3	12.8
29	COC(=O)CCCNC(=O)CN1CC(c2ccccc2)CC1=O (stereo not drawn)	-1.5	7.3	-5.7	-11.5	0.4	0.8	6.0	-1.9	-2.9
30	CCOC(=O)c1cc2c(cn1)[C@H](CCO)NC2	-14.4	-11.1	·	·	0.4	-12.2	2.8	-0.4	5.4
31	CCC(=O)C(CCN1CCOCC1)(c1ccccc1)c1ccccc1	-6.5	-36.4	-8.6	-7.0	2.4	0.0	4.2	-3.0	13.1
32	Cc1ccc(CN(Cc2ccccc2)C(=S)NCC(=O)N2CCC3(CC2)OCCO3)o1	-7.5	-2.5	3.9	-10.4	1.6	-3.2	0.3	-4.7	13.6
33	CN(C)CP(=O)(Nc1ccccc1)N(C)C (stereo not drawn)	-11.5	6.5	-8.3	6.5	1.9	-13.5	11.7	-0.8	25.0
34	CCOC(=O)C1CCN(/C=C2\C(=O)NC(=S)N(CC)C2=O)CC1	-2.1	10.1	-2.2	-5.9	0.5	3.4	2.6	13.5	-5.3
35	CCOc1cc(C=C2C(=O)NC(=O)NC2=O)ccc1OS(=O)(=O)c1ccccc1	6.3	·	-10.3	0.2	0.7	10.1	·	-4.7	-7.3
36	N#Cc1ccc(NC(=S)N2Cc3ccccc3-n3nncc3C2)cc1	-6.1	9.3	·	·	3.0	-6.2	4.2	0.6	12.8
37	COC(=O)C1=C(c2c(C)noc2C)C[C@@H]2CC[C@H]1N2C(=O)N1CCCC1	-10.7	-15.5	2.1	-11.1	0.5	-11.2	7.9	-3.6	-1.6
38	O=S(=O)(c1ccc(Cl)cc1)N1Cc2cc(Br)ccc2-n2nncc2C1	4.2	13.8	·	·	2.0	-3.0	-2.1	-0.5	-5.2
39	COc1ccc(C2=NCC(=O)N(CC(=O)NCc3ccco3)c3sc4c(c32)CCCC4)cc1	-8.4	-27.3	2.9	-24.7	0.1	-12.7	1.4	-0.2	2.6
40	Cc1cc(O)c2c(C)c(CC(=O)N3C[C@H]4C[C@@H](C3)c3cccc(=O)n3C4)c(=O)oc2c1	-0.1	9.9	3.5	-13.6	-0.1	-13.9	0.6	-5.4	5.5
41	CC(C)OP(=O)(O)NC(=O)c1ccccc1	-0.4	-9.6	-8.1	-8.8	0.5	-9.0	6.6	-2.6	2.9
42	COc1ccc(C2NCc3ccc4c(c3-n3cccc32)OCO4)cc1OC (stereo not drawn)	-15.6	·	-19.6	-35.3	6.3	-9.7	·	-6.0	24.3
43	O=C(O)C(O)(c1ccccc1)C1CCCCC1 (stereo not drawn)	-0.8	-6.0	1.8	-1.1	0.1	-15.6	4.5	0.1	-14.2
44	CC(=NCCc1c[nH]c2ccccc12)c1c(O)n(Cc2ccccc2)c(=O)[nH]c1=O	-7.6	37.3	-12.5	-17.5	10.3	9.5	8.2	-0.4	13.3
45	CSCCC(N=Cc1c(O)n(-c2ccc(F)cc2)c(=O)[nH]c1=O)C(=O)OC(C)(C)C (stereo not drawn)	16.1	-5.2	-0.9	-10.8	-0.1	-8.5	8.9	-2.3	-6.7
46	CC/C(=N\N1CCN(C)CC1)c1c(O)[nH]c(=O)[nH]c1=O	1.6	-12.6	-4.4	0.5	0.8	-7.3	1.6	-5.2	9.7
47	CCc1c(-c2ccccc2)nc2ccccc2c1C(=O)N1CCC2(CC1)OCCO2	-9.9	-21.2	-3.3	-15.0	0.4	-3.0	1.1	-1.6	14.8
48	Cc1cccn2c(NCC3CCCO3)c(C(C)C)nc12 (stereo not drawn)	-10.7	-1.7	4.3	-2.9	0.5	-4.5	2.8	-5.1	19.4
49	OC(CCNCCc1c[nH]c2ccccc12)C(F)(F)F (stereo not drawn)	-10.1	-7.1	-5.2	-13.3	0.5	-13.2	15.3	-2.7	6.3
50	COC(=O)C1=C(C(=O)OC)C2c3ccccc3C1c1ccccc12	-0.1	-22.6	·	·	-1.3	-2.3	4.2	-7.8	-10.4

(next part)
No.	Structure	CHO-K1 Ca antag	TAAR1 antagonist	OXTR potentiator	CHO parental Ca	M1 ag parental	CHRM1 antagonist	TAAR1 ag	M1 ag	M1 PAM parental
51	COc1cc(CN=Cc2c(O)n(C(C)(C)C)c(=O)[nH]c2=O)cc(OC)c1	-13.0	1.5	3.7	-13.8	3.6	-4.5	8.0	-1.5	2.7
52	CCC(=O)c1ccc(OCC(=O)N2CCN(CC(=O)Nc3ccccc3C(F)(F)F)CC2)cc1	-27.9	-0.4	1.1	-17.2	2.8	-10.8	4.7	2.4	29.1
53	O=C(c1cc(-c2ccncc2)nc2ccccc12)N1CCC2(CC1)OCCO2	-14.0	26.8	-9.1	-8.0	5.4	10.2	8.3	-0.9	7.2
54	COc1ccc(-n2nnnc2C(CCc2ccccc2)N2CCC(n3c(=O)[nH]c4ccccc43)CC2)cc1 (stereo not drawn)	-18.1	57.3*	·	·	3.3	-6.2	6.8	0.6	-5.5
55	CCCCn1c(=O)c(C(=O)NCc2ccccc2OC)c(O)c2ccccc21	-1.3	-16.3	2.6	-21.3	0.4	-16.4	3.8	-0.1	16.8
56	O=[N+]([O-])/C=C/c1c(Cl)cccc1Cl	-14.5	-11.4	·	·	5.2	18.6	2.4	0.4	13.2
